mcGAS lum: blocks mouse cGAS activity; recombinant cGAS, Kinase-Glo ATP depletion luminescence; inhibition, % at 12.5 µM; 0.15% of 160,000 active; Q8C6L5; AID 1259399;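 also: 0% = negative control wells and 100% = reference inhibitor with no enzyme activity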
NPYLR7 agonist: activates Aedes aegypti NPYLR7 receptor | HEK293T NPYLR7/Galpha15, GCaMP6s calcium fluorescence | activation, % at 10 µM | 0.15% of 270,000 active | AID 1259423; in the data active = activation above about 40%;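 also: 0% = vehicle and 100% = reference agonist at the receptor; some compounds past the cut are filed as inactive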
hcGAS lum: human cGAS inhibition; recombinant h-cGAS, ATP depletion, Kinase-Glo luminescence; inhibition, % at 12.5 µM; 0.081% of 290,000 active; AID 1259398;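 also: 0% = vehicle reaction and 100% = reaction without DNA for no activity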
Target sequence (Q8N884 whole entry, looked up): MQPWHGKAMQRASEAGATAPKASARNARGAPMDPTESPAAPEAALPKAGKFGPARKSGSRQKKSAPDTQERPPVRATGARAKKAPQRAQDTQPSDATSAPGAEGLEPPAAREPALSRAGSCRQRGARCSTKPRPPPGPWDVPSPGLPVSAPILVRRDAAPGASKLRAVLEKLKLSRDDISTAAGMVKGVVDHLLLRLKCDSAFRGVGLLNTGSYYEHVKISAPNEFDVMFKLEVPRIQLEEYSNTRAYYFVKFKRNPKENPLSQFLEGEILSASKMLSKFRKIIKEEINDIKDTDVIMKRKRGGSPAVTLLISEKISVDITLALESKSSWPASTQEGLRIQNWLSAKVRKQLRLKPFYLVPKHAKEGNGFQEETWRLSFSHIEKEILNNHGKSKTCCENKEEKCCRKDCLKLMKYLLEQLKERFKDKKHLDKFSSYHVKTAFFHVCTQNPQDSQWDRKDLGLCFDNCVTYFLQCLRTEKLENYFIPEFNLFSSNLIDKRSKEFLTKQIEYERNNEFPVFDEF
* marks the source's active call; other numbers are inactive results; x = no result given; & = joins results of further samples. Rule as the data show it, unless noted: active = inhibition above about 40%; inactive = the rest.

SMILES | mcGAS lum | NPYLR7 agonist | hcGAS lum
C=CCC(=O)NC1CC(C)(C)Cc2nc(N3CCC(O)CC3)ncc21 (centres undefined) | x | 0 | -2
CC(=O)c1cccc(NC(=O)/C(=C/c2cccs2)n2nnnc2-c2ccccc2)c1 | -7 | 2 | -8
Cc1nn(CC(=O)OCC(=O)c2cc(C)n(Cc3ccco3)c2C)c(C)c1[N+](=O)[O-] | x | -1 | -1
CC(C)=C1C2C=CC1C1C(=O)N(c3ccc4c(c3)OCO4)C(=O)C21 (centres undefined) | x | 3 | 5
COc1cc2c(cc1OC)C1C(=O)c3c(cc4c(c3O)C=CC(C)(C)O4)OC1CO2 (centres undefined) | -6 | -9 | -4
CCCc1nc(Cn2nc(C)nc2C2CCCCC2)no1 | x | 4 | -7
O=C(C1CC1)N(CCN1CCCC1)Cc1csc(COc2ccccc2)n1 | -4 | 7 | -6
COc1cc(C(=O)NNC(=O)c2cc(C)no2)ccc1OC(C)C | x | 0 | 12
CC(C)(C)c1ccc(C(=O)Nc2nnc(SCc3ccc(C#N)cc3)s2)cc1 | -5 | 27 | -4
COc1ccc2nc(N(Cc3ccco3)C(=O)c3cc(C)n(C)n3)sc2c1 | x | 8 | -7
CSc1ncc(CN2CCC(CCC(=O)Nc3ccccc3Cl)CC2)cn1 | x | 6 | -7
CCCN(Cc1csc(COc2cccc(Cl)c2)n1)C(=O)c1ccc2c(c1)OCO2 | -8 | 20 | 1
O=C(Cc1cccnc1)N1CCC(N2CCCC(C(=O)N3CCCC3)C2)CC1 (centres undefined) | x | 26 | -5
CNCc1n[nH]c(=O)n1Cc1cccs1 | -16 | 7 | -3
O=C(c1ccccc1N1CCC(NS(=O)(=O)c2ccccc2)CC1)N1CCN(C2CCCCCC2)CC1 | -6 | 21 | -6
CC(=O)OCC(=O)[C@@]12OC(C)(C)O[C@@H]1CC1C3C[C@H](F)C4=CC(=O)C=C[C@]4(C)[C@@]3(F)[C@@H](O)C[C@@]12C (some centres undefined) | x | -1 | 1
CC(C)[C@H](NS(=O)(=O)c1ccccc1C(F)(F)F)c1nnc2c(C(F)(F)F)cccn12 | -3 | 3 | -5
CN(CC(=O)NC(C)(C)C)CC(N)=S | -5 | 13 | -5
O=C(NCCn1nc(-c2ccc(F)cc2)ccc1=O)c1ccc(C(F)(F)F)cc1 | -2 | -6 | 0
CCN(Cc1cc(C)[nH]n1)CC1CCCN(CCc2cccc(OC)c2)C1 (centres undefined) | x | 6 | -5
CC(c1nccs1)N(C)C(=O)CCCCN1Cc2ccccc2C1=O (centres undefined) | -9 | 6 | -3
Cc1nc(Cc2ccc(-n3ccnc3-c3ccc(CO)o3)cc2)n[nH]1 | x | 3 | -8
CCOC(=O)N1CCN(C(=O)Nc2c[nH]c3ccccc23)CC1 | -11 | -3 | -6
Cc1cc(C)n(C)c(=O)c1C(=O)NCc1cc(-c2cccc(F)c2)no1 | -5 | -2 | -2
CCOC(=O)c1cc2c(=O)n3cccc(C)c3nc2n(CC2CCCO2)c1=NC(C)=O (centres undefined) | -7 | 15 | -9
Cc1ccc(S(=O)(=O)CC(C)N2CCN(C3CCCCC3)CC2)cc1 (centres undefined) | x | 8 | -4
Cc1cc(C(=O)N2CCN(Cc3ccccc3)CC2)nc2cc(C(C)(C)C)nn12 | -7 | 1 | -4
CN(C)c1ncccc1CNC(=O)c1ccccc1-n1cncn1 | x | 5 | -7
COc1ccccc1CN1CC(C(=O)NCc2cnn(C)c2)CCC1=O (centres undefined) | x | 5 | -4
COc1ccc(CN(C)CC2CCCN(CCc3ccc(F)cc3)C2)c(OC)c1OC (centres undefined) | x | 0 | -5
c1cc2c(cc1Oc1nnnn1[C@H]1CO[C@H]3[C@@H]1OC[C@@H]3NCC1CCCCC1)OCO2 | -7 | -8 | -7
O=C(CCc1ccccc1)NNC(=O)c1ccccc1I | -6 | 1 | -4
Cc1ncsc1C(=O)NCc1ccc(N2CCC(C)CC2)nc1 | -8 | 2 | -10
Cc1ccc2nc(CN(C)C3CCNCC3)[nH]c2c1 | x | 8 | -6
COc1ccc2cc(C(=O)C3CCCN(C(=O)Cc4c(C)noc4C)C3)ccc2c1 (centres undefined) | x | 2 | -1
Cc1cccc(C(=O)NC(C(=O)NC2CC2)C2CCNCC2)c1 (centres undefined) | x | 19 | -5
CC(C)c1cccc(-c2nc3c(NCCN4CCOCC4)nccc3[nH]2)c1 | -5 | -6 | -3
COc1ccccc1/C=C1/SC(=S)N(C)C1=O | -3 | 9 | -1
CCONC(=O)c1csc(CSc2nnc(-c3ccccc3Cl)n2-c2ccc(C)cc2)n1 | -6 | 23 | -2
CC(C)O[C@H]1CN(Cc2ccc(C(=O)Nc3ccccc3)cc2)C[C@@H]1O | x | 0 | 3

20 entries from above, as a markdown table:
| smiles | mcGAS lum | NPYLR7 agonist | hcGAS lum |
| --- | --- | --- | --- |
| CC(c1nccs1)N(C)C(=O)CCCCN1Cc2ccccc2C1=O (centres undefined) | -9 | 6 | -3 |
| Cc1nc(Cc2ccc(-n3ccnc3-c3ccc(CO)o3)cc2)n[nH]1 | x | 3 | -8 |
| CCOC(=O)N1CCN(C(=O)Nc2c[nH]c3ccccc23)CC1 | -11 | -3 | -6 |
| Cc1cc(C)n(C)c(=O)c1C(=O)NCc1cc(-c2cccc(F)c2)no1 | -5 | -2 | -2 |
| CCOC(=O)c1cc2c(=O)n3cccc(C)c3nc2n(CC2CCCO2)c1=NC(C)=O (centres undefined) | -7 | 15 | -9 |
| Cc1ccc(S(=O)(=O)CC(C)N2CCN(C3CCCCC3)CC2)cc1 (centres undefined) | x | 8 | -4 |
| Cc1cc(C(=O)N2CCN(Cc3ccccc3)CC2)nc2cc(C(C)(C)C)nn12 | -7 | 1 | -4 |
| CN(C)c1ncccc1CNC(=O)c1ccccc1-n1cncn1 | x | 5 | -7 |
| COc1ccccc1CN1CC(C(=O)NCc2cnn(C)c2)CCC1=O (centres undefined) | x | 5 | -4 |
| COc1ccc(CN(C)CC2CCCN(CCc3ccc(F)cc3)C2)c(OC)c1OC (centres undefined) | x | 0 | -5 |
| c1cc2c(cc1Oc1nnnn1[C@H]1CO[C@H]3[C@@H]1OC[C@@H]3NCC1CCCCC1)OCO2 | -7 | -8 | -7 |
| O=C(CCc1ccccc1)NNC(=O)c1ccccc1I | -6 | 1 | -4 |
| Cc1ncsc1C(=O)NCc1ccc(N2CCC(C)CC2)nc1 | -8 | 2 | -10 |
| Cc1ccc2nc(CN(C)C3CCNCC3)[nH]c2c1 | x | 8 | -6 |
| COc1ccc2cc(C(=O)C3CCCN(C(=O)Cc4c(C)noc4C)C3)ccc2c1 (centres undefined) | x | 2 | -1 |
| Cc1cccc(C(=O)NC(C(=O)NC2CC2)C2CCNCC2)c1 (centres undefined) | x | 19 | -5 |
| CC(C)c1cccc(-c2nc3c(NCCN4CCOCC4)nccc3[nH]2)c1 | -5 | -6 | -3 |
| COc1ccccc1/C=C1/SC(=S)N(C)C1=O | -3 | 9 | -1 |
| CCONC(=O)c1csc(CSc2nnc(-c3ccccc3Cl)n2-c2ccc(C)cc2)n1 | -6 | 23 | -2 |
| CC(C)O[C@H]1CN(Cc2ccc(C(=O)Nc3ccccc3)cc2)C[C@@H]1O | x | 0 | 3 |

The list goes on.
SMILES | mcGAS lum | NPYLR7 agonist | hcGAS lum
CN(C)CCNC(=O)[C@@]1(OCc2cccc(C(F)(F)F)c2)CC(OCc2ccccc2C#N)[C@@H]2OC(C)(C)O[C@@H]2C1 (some centres undefined) | -4 | 6 | -3
COc1ccc(OCCCN2CCCN(C)C3(CCNCC3)C2)cc1 | -6 | x | -10
Cc1c(-c2ccccc2)[nH]c2c(CNC(=O)CCn3cncn3)cc(Cl)cc12 | -13 | 13 | -3
C#CC1(OCC(O)CNC(C)(C)CC(C)(C)C)CCCCC1 (centres undefined) | -9 | 1 | -6
CC(CCn1cccn1)NC(=O)c1ccc(OC2CCN(S(=O)(=O)N(C)C)CC2)cc1 (centres undefined) | -8 | 9 | -9
CC(C)n1nccc1C(=O)Nc1nnc(-c2ccn(C)n2)o1 | -10 | -6 | -7
O=C(NC1CCN(c2ccccc2C(=O)NCc2ccco2)CC1)OCc1ccccc1 | -6 | -3 | -5
Cc1nn(C(=O)c2cccnc2)c(C)c1Sc1ccc(Br)cc1 | x | 3 | -8
COc1ccccc1N1CCN(c2ccc(NC(=O)Nc3ccccc3F)cc2C(=O)NC(C)c2ccccc2)CC1 (centres undefined) | -4 | x | -3
O=C(O)c1cc(C2CC2)nc2ccc(-c3cccc4c3CCNC4)cc12 | -12 | x | -6
CCN1C(=O)NC(c2ccc([N+](=O)[O-])cc2)C(C(=O)OCCOc2ccccc2)=C1C (centres undefined) | x | -2 | 2
COc1ccc(CCN2C(=O)O[C@@H]3CN(c4cnccn4)C[C@@H]32)cc1 | -1 | -6 | 2
CCC(c1nc2ccccc2c(=O)n1-c1ccccc1OC)N(CCCOC)C(=O)c1ccc(Cl)c(Cl)c1 (centres undefined) | -4 | x | -10
CCOC(=O)c1ccc(N2C(=O)c3cc(N(C)C)ccc3P2(=S)N(C)c2ccccc2)cc1 (centres undefined) | -7 | -2 | -10
Cc1ccsc1C(=O)N(C)C(C)c1ccc(S(N)(=O)=O)cc1 (centres undefined) | x | 3 | -6
COc1ccc(C=CC(=O)c2ccc(Br)cc2)cc1OC | 28 | -7 | -4
CN(Cc1nc2ccc(F)cc2[nH]1)c1ccc(-c2nccn2C)nn1 | x | 16 | -6
CCCCCCCC(=O)NCc1cccc(-c2ncc(-c3ccc(OC)cc3)[nH]2)c1 | -5 | -1 | -3
CC(C)(C(=O)N1CCC(C(N)=O)C1)c1ccc(Br)cc1 (centres undefined) | x | -1&5 | -12&-5
COCCNC(=O)C(NC(=O)c1ccc(F)cc1)C1CCN(C(=O)NC(C)(C)C)CC1 (centres undefined) | -7 | 6 | -8
CCCCOc1ccccc1C1C(C(=O)OCCC)=C(C)NC2=C1C(=O)CCC2 (centres undefined) | -6 | -2 | -4
CC1=C(C(=O)Nc2ccc(Cl)cc2)C(c2ccc(Cl)cc2)NC(=O)N1C (centres undefined) | x | 3 | -5
CCOc1ccc(C(=O)Nc2c(N)nc(SCc3cccc4ccccc34)[nH]c2=O)cc1 | -2 | -3 | 5
Cc1nnsc1CN(C)C(=O)c1cn2c3c(cccc3c1=O)CC2 | x | 10 | -4
COC(=O)/C(C#N)=C/c1c(OC)[nH]c2ccccc12 | x | -1 | 1
Cc1nc(CNCc2cccc(C)c2C)n[nH]1 | -14 | 6 | -10
CCOc1ccc(N2CC(c3nc4ccccc4n3C)CC2=O)cc1 (centres undefined) | -3 | 1 | -1
COc1ccccc1NC(=O)N(Cc1ccc(F)cc1F)CC1CC(c2cccc(F)c2)=NO1 (centres undefined) | -4 | -1 | -3
O=C(c1cnsn1)N1CCC(CO)(Cc2cccc(F)c2)CC1 | x | 8 | 1
COc1cc(C)c(S(=O)(=O)NCCCCN2CCN(C)CC2)cc1C | -5 | 6 | 2
CC1=NCCN1S(=O)(=O)c1cc(C)c(Cl)cc1Cl | -5 | 0 | -10
Cc1ccc(-n2nnnc2CNC(=O)Cc2ccc([N+](=O)[O-])cc2)cc1C | -7 | -2 | -8
CCCN(CC(=O)Nc1c(-c2ccccc2)c(C)nn1-c1ccc(C)cc1)C(=O)Nc1ccc([N+](=O)[O-])cc1 | -2 | 6 | -1
CCOc1ccc(C2C3=C(CC(C)(C)CC3=O)OC(=N)C2C#N)cc1 (centres undefined) | -5 | 10 | -2
CCOc1cccc2cc(-c3nnc(NC(=O)Cc4ccc(S(C)(=O)=O)cc4)o3)oc12 | x | 7 | -4
Cc1ccc(F)cc1Cn1ccnc1-c1ncc[nH]1 | x | -1 | -1
COc1ccc(OC)c(-n2c(-c3ccccc3)cc(C(=O)NC(C)C)c2C)c1 | -4 | 17 | -7
COc1ccc(-c2cnc3ncnn3c2N2CCN(C(=O)Nc3ccc(C(C)=O)cc3)CC2)cc1OC | -4 | 13 | -2
Cn1c(=O)n(CC(O)c2ccccc2)c(=O)c2ccc(C(F)(F)F)nc21 (centres undefined) | -6 | 9 | -6
Cc1nnc(SCC(=O)N(C)CCC2CCCCO2)s1 (centres undefined) | -3 | 6 | -1
